# MCL1-BIM inh: MCL1-BIM-BH3 interaction inhibition (human); Q07820; GST-MCL1 / FITC-Bim-BH3 fluorescence polarization; inhibition, % at 10.9 µM; 320,000 compounds, 0.68% hits; AID 2057;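 active means inhibition above the mean inhibition of all tested compounds plus 3 SD, set per campaign, cut at about 40% in these data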;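 further: 0% = DMSO wells and 100% = unlabeled Bim-BH3 peptide control; higher means more loss of mP so more displacement of Bim peptide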
# Target sequence (Q07820 whole entry, looked up): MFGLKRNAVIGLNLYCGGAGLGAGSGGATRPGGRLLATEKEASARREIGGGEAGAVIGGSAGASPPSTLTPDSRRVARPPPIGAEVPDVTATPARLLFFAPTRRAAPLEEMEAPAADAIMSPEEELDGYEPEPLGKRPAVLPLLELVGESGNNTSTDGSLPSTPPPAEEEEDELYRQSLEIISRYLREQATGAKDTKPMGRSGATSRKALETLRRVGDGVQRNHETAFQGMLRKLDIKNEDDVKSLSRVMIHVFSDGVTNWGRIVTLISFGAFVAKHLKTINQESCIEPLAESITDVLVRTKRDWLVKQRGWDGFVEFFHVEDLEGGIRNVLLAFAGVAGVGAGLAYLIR
# GRK2 inh: human GRK2 inhibition via aptamer displacement; P25098; bead flow cytometry, FAM-aptamer displacement from GRK2; inhibition of aptamer binding, % at 10 µM; 330,000 compounds, 0.59% hits;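 active means inhibition of aptamer binding above 40%, roughly 3 SD of noise, on plates passing a quality check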;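 further: median bead fluorescence of bound FAM aptamer so fluorescent compounds give negative values; no value below 0 was filed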
# Target sequence (P25098 whole entry, looked up): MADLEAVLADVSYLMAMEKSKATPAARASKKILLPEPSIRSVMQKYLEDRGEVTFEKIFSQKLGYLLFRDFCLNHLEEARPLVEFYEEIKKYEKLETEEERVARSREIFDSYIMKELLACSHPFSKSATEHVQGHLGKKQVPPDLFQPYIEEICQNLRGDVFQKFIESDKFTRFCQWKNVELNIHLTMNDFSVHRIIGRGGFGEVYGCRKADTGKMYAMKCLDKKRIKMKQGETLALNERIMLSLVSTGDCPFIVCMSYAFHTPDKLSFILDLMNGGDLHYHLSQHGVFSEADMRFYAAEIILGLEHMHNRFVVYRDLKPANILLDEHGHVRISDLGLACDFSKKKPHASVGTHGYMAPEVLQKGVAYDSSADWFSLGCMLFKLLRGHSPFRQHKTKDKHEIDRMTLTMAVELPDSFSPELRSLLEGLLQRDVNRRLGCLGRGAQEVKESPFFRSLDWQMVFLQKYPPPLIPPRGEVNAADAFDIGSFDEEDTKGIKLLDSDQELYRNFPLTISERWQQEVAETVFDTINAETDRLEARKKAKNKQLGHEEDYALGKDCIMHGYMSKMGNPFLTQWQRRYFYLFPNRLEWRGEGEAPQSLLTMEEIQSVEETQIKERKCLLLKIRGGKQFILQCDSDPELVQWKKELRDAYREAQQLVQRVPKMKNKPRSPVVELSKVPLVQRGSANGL
# MEX-5 binding: C. elegans MEX-5 TCR-2 RNA binding activity; Q9XUB2; MEX-5/FITC-TCR2 RNA binding, fluorescence polarization; active compounds read low; activity score (negative = inhibition of binding), % at 10 µM; 300,000 compounds, 0.38% hits; AID 1832;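 active means inhibition past about -25% in most replicates, and total fluorescence under double the plate's negative control median, limit read from the data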;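 further: 0% = DMSO and -100% = 5 µM competing unlabeled TCR2 RNA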
# Efflux pump inh: blocks antifungal efflux pumps in multiplex yeast assay; inhibition, % at 10 µM; S. cerevisiae Candida pump triplex, Nile Red efflux; 330,000 compounds, 0.44% hits;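 active means plate passing quality check with inhibition over a set limit, or well fluorescence over plate mean plus 4 SD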;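 further: Nile Red retained in pooled yeast measured as flow cytometry median fluorescence; 0% = buffer negative control and 100% = Enniatin B positive control; higher means more Nile Red kept so more efflux inhibition; some compounds called inactive have numbers as strong as hits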
# GLD-1 TGE inh: GLD-1-TGE RNA interaction inhibition (C. elegans). inhibition, % at 5.96 µM. purified GLD-1 + fluorescein TGE RNA, fluorescence polarization. AID 2280. 320,000 compounds, 0.44% hits. Q17339;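 active means percent inhibition above a per-plate cutoff, the plate mean of test compounds plus 3 SD, cut at about 30% in these data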;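 further: 0% = DMSO wells with GLD-1 and probe and 100% = wells lacking GLD-1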
# Bcl-xL primary: blocks human Bcl-xL binding to Bim BH3 peptide; Q07817; 320,000 compounds, 0.7% hits; AID 2129; GST-Bcl-xL / FITC-Bim BH3 peptide fluorescence polarization; inhibition, % at 10.9 µM;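 active means inhibition above the mean of all tested compounds plus 3 SD, cutoff set per campaign, cut at about 30% in these data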;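 further: 0% = DMSO wells and 100% = unlabeled Bim-BH3 peptide competitor; inhibitors lower millipolarization by displacing the labeled peptide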
# PME-1 primary: blocks human protein phosphatase methylesterase 1; recombinant PME-1, FP-Rh probe fluorescence polarization; inhibition, % at 5.9 µM; 320,000 compounds, 0.53% hits;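 active means inhibition above the campaign mean of all compounds plus 3 SD, cut at about 26% in these data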;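 further: competitive labeling of PME-1 active site by serine hydrolase directed probe; 0% = PME-1 with DMSO and 100% = wells lacking PME-1 enzyme; inhibitors block probe labeling so polarization falls and inhibition rises; many of its hits are not listed in these tables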
# Fam108B inh: blocks mouse Fam108B hydrolase in RBBP9 counter-screen. recombinant Fam108B, FP-Rh probe fluorescence polarization. inhibition, % at 9.51 µM. 300,000 compounds, 0.33% hits;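 active means inhibition above the screen mean inhibition plus 3 SD, computed separately per campaign, cut at about 18% in these data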;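 further: inhibitors lower polarization as less probe binds the enzyme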
# VLA-4 inh: inhibition in a human VLA-4 binding assay; P13612; inhibition, % (about 7 µM as worked out from the volumes in the protocol); AID 2557; 330,000 compounds, 0.2% hits; VLA-4 expressing cells, ligand binding flow cytometry; in the data active means inhibition above about 50%
# Starred values were filed as active, the others as inactive; . = not tested or not shown. Some of the compounds tested, so the mix of outcomes need not match the whole.
SMILES,MCL1-BIM inh,GRK2 inh,MEX-5 binding,Efflux pump inh,GLD-1 TGE inh,Bcl-xL primary,PME-1 primary,Fam108B inh,VLA-4 inh
O=C(Cn1nnc(-c2ccncc2)n1)Nc1ccc2c(c1)CCC2,-5,0,-3.9,0.0,-4,0,-3,-6,6
Cc1c(NC(=O)/C=C/c2cn(-c3ccccc3)nc2-c2ccc(F)cc2)c(=O)n(-c2ccccc2)n1C,4,0,-1.7,0.2,0,1,-6,-7,.
COC(=O)[C@H](C)NC(=O)Nc1ccc(Oc2ccccc2)cc1,-11,0,0.5,0.2,4,-8,-3,-1,-2
COCc1cc(C)nc(OCC(=O)N/N=C/c2ccc(-c3cccc([N+](=O)[O-])c3)o2)c1C#N,15,2,-0.2,0.2,2,3,0,2,11
O=C(NCCc1ccccc1)C1CC(=O)N(CCc2ccccc2)C1 (stereo not drawn),-3,1,-2.9,-0.1,7,-5,-2,-2,1
Cc1cc(C)cc(C(=O)NC(=S)Nc2ccc3c(c2)OCCO3)c1,6,3,-2.5,0.3,6,2,-3,-2,20
Cc1c(Br)cc(C(=O)NC2CCCCC2)c(C)c1C,-3,4,1.5,0.3,-1,-3,-5,-2,5
O=C(CCNC(=O)c1ccc(Br)cc1)NC1CCCc2ccccc21 (stereo not drawn),3,0,-0.2,-0.1,3,5,3,-1,18
NC(=O)CSc1nnc(NC(=O)C2CC(=O)N(c3ccc(F)cc3)C2)s1 (stereo not drawn),20,3,-1.7,0.0,2,14,3,0,11
Cc1nn(-c2ccccc2)c(C)c1NC(=O)COc1ccc(C#N)cc1,-4,1,-0.4,-0.1,2,1,-7,1,3
O=C(NNC(=O)C1CCN(c2ncccn2)CC1)c1ccccc1,9,0,0.6,0.3,-2,4,-4,1,2
CC1CC(C)CN(S(=O)(=O)c2ccc(C(=O)N(C)Cc3ccccc3)cc2)C1 (stereo not drawn),.,0,.,0.4,3,.,.,.,1
Cc1cc(C)nc(NNC(=O)NC2CCCCC2)n1,-3,0,0.4,0.0,0,4,4,2,17
O=C(CCNC(=O)c1ccc(Cl)cc1)NCCC1=CCCCC1,-7,2,2.2,0.0,-3,0,5,2,13
O=C(OCC1OC(n2cnc3c(N(C(=O)c4ccccc4)C(=O)c4ccccc4)ncnc32)C(O)C1F)c1ccccc1 (stereo not drawn),5,0,-1.4,0.2,3,3,-9,-19,-6
CCCCOCCCn1c(-c2ccco2)nc2nc3ccccc3nc21,18,4,-0.7,0.3,-10,5,2,0,-20
COc1ccc(C(=O)NCc2n[nH]c(=S)n2-c2ccccc2)cc1OC,-9,1,2.4,0.0,-3,1,-1,3,16
CCCCOc1ccc(C(=O)N2CCNC(=O)C2CC(=O)OC(C)C)cc1 (stereo not drawn),5,0,-1.2,0.0,4,0,2,4,12
Oc1c(N=NC(=S)Nc2ccccc2F)c2ccccc2n1Cc1cccc(Cl)c1,0,6,-2.1,0.0,5,0,5,2,-1
CC(=O)Nn1c(COc2ccccc2C)nc2ccccc2c1=O,-3,0,0.0,0.0,1,2,4,-7,0
Cc1ccc(/C=N/n2cnc3sc4c(c3c2=O)CCCC4)o1,0,3,4.6,0.1,-6,3,-1,-1,39
CC(C)(C)c1ccccc1NC(=O)NC1CCN(Cc2c(F)cccc2Cl)CC1,2,0,0.4,-0.2,6,3,-7,-1,-11
CC(=O)c1cc(C)ccc1OC(=O)c1cccc2nc(C)oc12,-8,0,0.1,-0.1,-2,-10,-6,-3,5
CCS(=O)(=O)N1Cc2ccccc2CC1C(=O)Nc1nnc(SCc2c(Cl)cccc2Cl)s1 (stereo not drawn),-1,1,3.0,0.0,6,1,-10,-9,7
COc1ccccc1NC(=O)CSCc1cc(=O)n2ccsc2n1,0,1,1.0,0.4,-2,5,-3,4,18
Cc1nc2sc(C(c3cccc(F)c3)N3CCN(C(=O)c4ccco4)CC3)c(O)n2n1 (stereo not drawn),3,5,0.2,0.0,-2,1,0,1,7
Cn1c(=O)c2c(-c3ccccc3)n(C3CCCCC3)cc2n(C)c1=O,-6,2,-1.0,0.1,-1,4,6,-1,32
CCOCc1c(C(=O)Nc2ccc(OC)nc2)oc2ccccc12,5,0,-10,0.5,13,19,-5,-1,-9
COC(=O)CC1Sc2ccccc2NC1=O (stereo not drawn),12,0,0.8,-0.2,-1,9,-1,5,10
COCCCNC(NC(=O)c1ccc(C)cc1)C(Cl)(Cl)Cl (stereo not drawn),2,3,0.7,-0.1,5,-2,-4,-3,9
Cc1cc(NC(=O)c2sc(Nc3ccc(F)cc3)nc2N)no1,2,1,-1.2,-0.1,4,1,9,0,0
CC1=NNC(=O)C1CCC(=O)N/N=C\c1ccccc1[N+](=O)[O-] (stereo not drawn),7,0,-0.4,-0.1,2,5,3,4,2
CC1CCCCN1CCCNC(=O)c1nn(C)c2c1CSc1ccccc1-2 (stereo not drawn),2,0,1.2,0.1,-2,3,-3,-7,-1
CN(C)C(=O)CSc1nnc(-c2cc(-c3cccs3)nc3ccccc23)o1,9,1,-3.5,0.2,-9,0,-10,-17,2
CC(O)CN1CC(O)=C(c2nc3ccccc3s2)C1=N (stereo not drawn),-4,0,.,0.2,7,4,1,3,6
CCN(Cc1cnn(C)c1)C(=O)c1ccc(OC2CCN(S(=O)(=O)N(C)C)CC2)cc1,-9,2,0.3,0.1,-6,-5,-1,1,0
CC(C)(C)c1cc(NC(=O)Nc2ccccc2OC(F)(F)F)no1,1,0,-0.8,0.0,1,2,2,2,5
O=C(O)c1ccc2nc(-c3ccccc3)sc2c1,7,0,-3.5,1.4,2,7,-1,-2,13
O=C(Nc1ccc2c(c1)OCCO2)NC1(C(F)(F)F)Oc2ccccc2O1,7,8,-2.7,0.0,7,7,4,2,14
O=C(c1c[nH]c(C(=O)N2CCN(Cc3ccccc3)CC2)c1)C1CCCCC1,1,0,1.3,0.0,7,-6,-8,-3,-4

# Two compounds from above, showing only GLD-1 TGE inh, Fam108B inh and PME-1 primary:
canonical_smiles	GLD-1 TGE inh	Fam108B inh	PME-1 primary
O=C(Nc1ccc2c(c1)OCCO2)NC1(C(F)(F)F)Oc2ccccc2O1	7	2	4
O=C(c1c[nH]c(C(=O)N2CCN(Cc3ccccc3)CC2)c1)C1CCCCC1	7	-3	-8

# Next section.
SMILES,MCL1-BIM inh,GRK2 inh,MEX-5 binding,Efflux pump inh,GLD-1 TGE inh,Bcl-xL primary,PME-1 primary,Fam108B inh,VLA-4 inh
O=C(NC1CCCc2ccccc21)N[C@@H](Cc1ccccc1)C(=O)O (stereo partly drawn),2,0,-2.8,0.0,-4,9,2,4,5
O=C(NCCCN1CCOCC1)c1cnn2c(-c3ccccc3)cc(-c3ccccc3)nc12,10,0,0.6,0.0,2,10,0,-5,1
Cc1ccc(CNCCNCCO)s1,2,2,-0.3,-0.1,-2,2,6,-2,19
CCCN1CCC(=O)N(CCN=[N+]=[N-])CC1,-2,0,0.0,0.1,-1,0,0,2,-3
CN1CC(c2ccccc2)C2(COc3ccccc3C2=O)C12C(=O)Nc1ccccc12 (stereo not drawn),7,0,-1.1,0.0,5,11,-11,2,14
O=C(Cc1ccc(Cl)cc1)Nc1ccc(-c2cc3ccccc3oc2=O)c(Cl)c1,-8,3,0.8,0.6,-7,-3,-43,-33,5
CN1C2=CC=CC=CC2=[N+](C)C12C([N+](=O)[O-])=CC(=[N+]([O-])[O-])C=C2[N+](=O)[O-] (stereo not drawn),14,48*,-4.1,0.1,0,10,1,1,16
O=C1/C(=C/c2ccccc2F)SC(=S)N1CC(=O)N1CCCCC1c1cccnc1 (stereo not drawn),8,0,-1.2,0.1,-2,6,6,8,8
Fc1ccc(Cn2c(-c3cscn3)nc3ccccc32)c(Cl)c1,5,2,-0.1,-0.1,4,7,-8,-4,1
CCCCCNC(=O)Cc1ccc(S(=O)(=O)N2CCOCC2)s1,-15,2,0.1,0.1,-5,-4,2,-2,2
COc1ccc(OC)c(N(CC(N)=O)S(=O)(=O)c2ccc(OC)c(OC)c2)c1,4,0,-0.4,-0.1,1,2,4,4,-15
COCCCNC(=O)C1CCCCN1S(=O)(=O)c1ccc(F)cc1 (stereo not drawn),4,3,1.2,0.1,0,6,3,1,11
O=C(NCCC1CCCCN1S(=O)(=O)c1ccccc1)C(=O)NCc1ccccn1 (stereo not drawn),7,1,2.4,0.1,0,4,-4,-1,-9
Cc1ccc(-c2c3c(nc4sc(C(N)=O)c(N)c24)CCCC3)o1,13,4,-1.4,-0.1,1,13,6,4,.
CC1CCc2sc(C(=O)NCc3ccccn3)cc2C1 (stereo not drawn),9,0,0.6,-0.1,7,-1,-1,-3,7
CC1=CCC(C(=O)O)(C(=O)N/N=C/c2cccs2)C(c2ccc([N+](=O)[O-])cc2)C1 (stereo not drawn),15,2,-3.5,-0.4,3,5,-1,6,8
CC(=O)c1cc(C)ccc1OC(=O)c1ccncc1,4,0,0.8,0.1,4,-4,-5,-2,1
O=C(CCCN=C1NS(=O)(=O)c2ccccc21)OCC(=O)c1ccccc1Cl,-4,0,-0.6,0.0,7,2,-2,-1,8
CC(C)(CN1CCN(c2ccccc2)CC1)NS(=O)(=O)c1ccccc1,-5,0,0.9,0.1,-5,2,0,-2,-1
Cc1cc(C)cc(SCc2noc(C(=O)NCC3CC3)c2C(=O)NCC2CC2)c1,7,1,-2.6,0.1,3,4,-8,-7,9
CCCCC1(Cc2cccc([N+](=O)[O-])c2)C(=O)N(c2ccccc2)N(c2ccccc2)C1=O,-1,1,1.4,0.1,4,0,-1,-2,-4
CS/C(=N\S(=O)(=O)c1ccc(N)cc1)NS(=O)(=O)c1cccs1,-3,0,2.1,-0.1,9,-1,-1,-8,2
COc1ccc(C2CC(c3cccs3)=NN2C(=O)CSc2nc(=O)n3ccccc3n2)cc1 (stereo not drawn),-1,4,2.6,0.0,8,4,5,-1,-14
Cc1cc(C)cc(N2CN=c3s/c(=C\c4ccco4)c(=O)n3C2)c1,12,21,-3.9,0.0,5,6,-1,6,5
Cc1cc(C)n2nc(SCc3c(F)cccc3Cl)nc2n1,0,0,1.8,0.1,15,2,9,2,0
CCCN1CCCc2cc(CN)ccc21,127*,25,-60*,-0.1,46*,108*,7,11,-38
CC1CC(C(F)(F)C(F)(F)F)n2nc(C(=O)O)cc2N1 (stereo not drawn),10,9,-0.5,-0.2,2,7,0,-3,3
CCN(CC(=O)Nc1c(F)cccc1F)C(=O)Cc1c[nH]c2ccccc12,.,2,.,0.0,1,.,.,.,1
Cc1ccc(SC/C(O)=C(\C#N)c2nc3ccccc3s2)cc1,-1,0,1.0,-0.1,-4,-3,6,10,25
Cc1ccc(-n2c(-c3nn(C)c(C)c3Cl)n[nH]c2=S)cc1,-15,3,4.3,-0.1,8,-13,-2,-1,1
COc1ccccc1Nc1nc(N)nc(-c2oc3ccccc3c2C)n1,0,0,-3.5,0.1,1,5,-2,-1,9
O=C(O)c1ccc(NC(=O)c2ccccc2NC(=O)c2ccccc2Cl)cc1,5,0,-1.9,0.1,1,4,2,1,2
O=C(NNC(=O)c1cccnc1)Nc1ccc([N+](=O)[O-])cc1,0,0,-1.0,-0.2,3,1,-2,-2,-7
